# IMPase cell inh: qHTS Assay for Identifying the Cell-Membrane Permeable IMPase Inhibitors; CHO-M1 cells, IP1 accumulation, HTRF TR-FRET ratio; inhibition (IP1 accumulation), % at 46.1 µM; 120,000 tested, under 10 active; AID 901, 2007; active means well fitted curve in the direction sought with a large enough effect in the signal ratio, not every such curve was filed as active; inconclusive means small, poorly fitted or top-dose-only effect, or a change in a side signal; inactive means no such curve, though single readings can be large or run the other way; the % refers to the signal ratio;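 further: cells stimulated with carbachol in lithium chloride buffer; plate controls were DMSO basal wells for no effect and reference inhibitor wells for full effect; higher means more IMPase inhibition seen as more IP1 and lower FRET ratio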
# Target sequence (P97697 whole entry, looked up): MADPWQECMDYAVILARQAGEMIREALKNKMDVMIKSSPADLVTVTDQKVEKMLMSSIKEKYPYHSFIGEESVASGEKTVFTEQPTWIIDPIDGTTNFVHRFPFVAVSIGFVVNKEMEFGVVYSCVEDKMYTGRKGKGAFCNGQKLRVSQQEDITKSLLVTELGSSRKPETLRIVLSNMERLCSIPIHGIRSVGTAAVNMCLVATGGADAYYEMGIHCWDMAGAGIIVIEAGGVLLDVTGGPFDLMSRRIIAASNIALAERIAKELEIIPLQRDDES
#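 CHO-M1 cells (CHO stably expressing M1 receptor), compound up to 46 uM final, stimulated with carbachol (50 uM as added) in buffer with 50mM LiCl, pH 7.4, 30 min at 37C. Cytosolic IP1 read by TR-FRET; AC50 from Hill fits.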
# PNC inhibitor: High Content Assay for Compounds that inhibit the Assembly of the Perinucleolar Compartment. PC3M PTB-GFP, PNC prevalence imaging, 16 h; active compounds read low. activity change (PNC), negative = inhibition, % at 10 µM. 140,000 tested, 3.1% active. AID 2417, 2010;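 active means readout at or below -70, meaning at least 70% loss of cells showing the perinucleolar compartment, a nuclear body marking cancer cells; inconclusive means readout between -30 and a set limit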;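 further: plate controls were DMSO wells for no effect and camptothecin positive control wells for full effect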
#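 PC3M cells stably expressing PTB-GFP, 750–1000 cells/well, treated 16 h at 37 °C with compound (23 nl of library stock), in duplicate. After paraformaldehyde fixation and Hoechst stain, imaged at 20x; PNC prevalence scored by image analysis.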
# 15-hLO-2 inh: qHTS Assay for Inhibitors of 15-hLO-2 (15-human lipoxygenase 2) | purified 15hLO-2, xylenol orange hydroperoxide absorbance | Potency, µM (highest dose often 57.1 µM), without a hit: top-dose activity change, negative = inhibition, actives largely listed as inhibitors | 110,000 tested, 0.56% active | AID 881, 2007; further: potency means the concentration at half of the fitted maximal effect; nearly all actives have a fitted effect of over 60% in size; many of its hits are not listed in these tables
# Target sequence (O15296 whole entry, looked up): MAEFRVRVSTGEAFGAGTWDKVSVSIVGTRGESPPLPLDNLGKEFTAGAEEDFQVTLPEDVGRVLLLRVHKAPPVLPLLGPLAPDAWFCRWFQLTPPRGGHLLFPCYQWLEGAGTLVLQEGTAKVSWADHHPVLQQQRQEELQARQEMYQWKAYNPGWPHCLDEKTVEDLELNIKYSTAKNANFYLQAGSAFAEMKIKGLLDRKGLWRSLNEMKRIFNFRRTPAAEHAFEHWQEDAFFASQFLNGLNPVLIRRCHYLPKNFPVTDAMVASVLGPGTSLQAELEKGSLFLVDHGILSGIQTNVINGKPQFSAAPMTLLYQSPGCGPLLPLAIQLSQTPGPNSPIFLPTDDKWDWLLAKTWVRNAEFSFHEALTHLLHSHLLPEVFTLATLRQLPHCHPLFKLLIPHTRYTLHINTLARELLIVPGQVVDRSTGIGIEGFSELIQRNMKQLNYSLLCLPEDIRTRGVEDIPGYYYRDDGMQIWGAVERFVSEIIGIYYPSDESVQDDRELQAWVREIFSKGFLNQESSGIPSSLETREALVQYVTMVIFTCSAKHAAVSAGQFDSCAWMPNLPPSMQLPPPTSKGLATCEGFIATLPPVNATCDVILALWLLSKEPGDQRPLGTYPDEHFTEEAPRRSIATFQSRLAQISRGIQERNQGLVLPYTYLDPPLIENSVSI
#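 Purified human 15hLO-2 (50 nM final) preincubated with compounds 15 min at room temperature in 25 mM Hepes pH 7.5, 0.01% Triton X-100, then 45 uM arachidonic acid added for 90 min; hydroperoxide detected via ferrous/xylenol orange, 573/405 nm absorbance ratio.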
# ALOX12 inhib: qHTS Assay for Inhibitors of 12-hLO (12-human lipoxygenase); Polyunsaturated fatty acid lipoxygenase ALOX12 (Homo sapiens), P18054; purified 12-hLO, xylenol orange hydroperoxide absorbance; Potency, µM (series often up to 57.1 µM), for the others: top-dose activity change, negative = inhibition, usual class: inhibitors; 150,000 tested, 0.12% active; AID 1452, 2008; further: potency means the concentration at half of the fitted maximal effect; nearly all actives have a fitted effect of over 55% in size; many of its hits are not listed in these tables
#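 Hydroperoxide output read as Fe(III)-xylenol orange absorbance, 573-to-405 nm ratio, after 30 min reaction with 40 uM arachidonic acid. Enzyme: 150 nM purified human 12hLO, 15 min compound preincubation; 25 mM Hepes pH 7.0, room temperature.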
# * = called active by the depositor; ? = inconclusive; / = no result given; & = joins results of further samples; [ ] = another dose, or the depositor's remark. Unless noted, the call rests on the fitted dose curve; in most records, active means well fitted curve in the direction sought with a large enough effect; inconclusive means small, poorly fitted or top-dose-only effect, or another doubt; inactive means no such curve, though single readings can be large; an effect the other way counts as inactive or inconclusive. Unless noted, on the % scale 0 is the no-effect control and ±100 the full control effect.
entry | SMILES | IMPase cell inh | PNC inhibitor
1 | O=C(Nc1cccc(Cl)c1)c1c(O)c2c(n(Cc3ccccc3)c1=O)CCCC2 | / | 39
2 | O=c1[nH]c(=O)n(-c2cccc3ccccc23)c(O)c1C=NCCCn1ccnc1 | 10 | 23
3 | Cc1ccc2c(c1)N(CCC(=O)N1CCC3(CC1)OCCO3)C(=O)C(C)O2 (centres undefined) | -2 | -13
4 | c1csc(CN2CC[C@@]3(CCCNC3)C2)n1 | / | /
5 | O=C1NC(=O)C(=Cc2ccc(OCC(=O)N3CCOCC3)cc2)C(=O)N1 | / | -23
6 | CCCC/C(C)=C/[C@@H](NP(=O)(c1ccccc1)c1ccccc1)c1ccccc1 | / | 33
7 | CN1CCc2cc3c(cc2[C@@H]1[C@@H]1OC(=O)c2c1ccc1c2OCO1)OCO3 | -14[20.6 µM] | /
8 | COc1ccc(OC)c2c1CCC1NCCOC21 (centres undefined) | / | ?
9 | C=CCOC(=O)C1=C(C)OC(N)=C(C#N)[C@@]12C(=O)N(CC(N)=O)c1ccccc12 | 6 | 28
10 | C/C(=N\N1CCCCCC1)c1c(O)n(-c2ccccc2)c(=O)[nH]c1=O | / | ?
11 | CCC/C=N/O | / | /
12 | CCOC(=O)c1ccccc1C(=O)OCC | / | /
13 | O=C(O)c1c[nH]c2ccc(S(=O)(=O)N(CCCl)CCCl)cc12 | -10 | 31
14 | CCC(=NCCO)c1c(O)n(-c2ccccc2)c(=O)[nH]c1=O | 4 | ?
15 | N#C/C(=C\c1ccc(O)cc1)C(=O)O | / | /

entry | 15-hLO-2 inh | ALOX12 inhib
1 | / | 0%
2 | 4% | 6%
3 | -4% | -2%
4 | 1% | 2%
5 | / | -5%
6 | 18% | 19%&-7%
7 | 9%[25.6 µM] | 2%[25.6 µM]
8 | / | -2%
9 | -1% | -3%
10 | / | -1%
11 | -11% | -1%
12 | 7%&1% | 1%&1%
13 | -3% | 1%
14 | 2% | 4%
15 | -2% | -2%

# Profiles, looked up by structure:
# `CN1CCc2cc3c(cc2[C@@H]1[C@@H]1OC(=O)c2c1ccc1c2OCO1)OCO3` is listed as IMPase cell inh: -14[20.6 µM]; PNC inhibitor: /; 15-hLO-2 inh: 9%[25.6 µM]; ALOX12 inhib: 2%[25.6 µM]
# `c1csc(CN2CC[C@@]3(CCCNC3)C2)n1` is listed as IMPase cell inh: /; PNC inhibitor: /; 15-hLO-2 inh: 1%; ALOX12 inhib: 2%

# More results follow:
entry | SMILES | IMPase cell inh | PNC inhibitor
16 | O=C(/C=C/c1ccc2c(c1)OCO2)c1c(O)n(CCC2=CCCCC2)c(=O)[nH]c1=O | 4 | 44
17 | CC[C@]1(C2=NCCN2)Cc2ccccc2O1 | 1&9 | /
18 | CCCN1CCC[C@@H]2Cc3nc(N)ncc3C[C@H]21 | 5 | /
19 | COc1cc2c(cc1OC)[C@@]13CCN4CC5=CCO[C@H](CC(=O)O)[C@@H]([C@H]1N2)[C@H]5C[C@H]43 | / | /
20 | CCC(=NCc1ccc(F)cc1)c1c(O)n(C)c(=O)n(C)c1=O | -5 | 14
21 | C=C(C)c1cc2cc(C(C)=O)c(O)cc2o1 | / | /
22 | COc1ccc(CCC(C)NCCc2ccccc2)cc1 (centres undefined) | -2 | 33
23 | CC(C)N1C(=O)NC(=O)C2(Cc3cc([N+](=O)[O-])ccc3N(C)C2c2ccccc2)C1=O (centres undefined) | -3 | 2
24 | CC(C)CCOC(=O)c1c(N)n(CC2CCCO2)c2nc3ccccc3nc12 (centres undefined) | 3 | -1
25 | CCCc1[nH]nc2c1C1(C(=O)N(CC(N)=O)c3ccccc31)C(C(=O)OC)=C(N)O2 (centres undefined) | ? | -91*
26 | O=C(O)c1nn(Cc2ccc(Cl)c(Cl)c2)c2ccccc12 | / | /
27 | COc1ccc(CCC(=O)N2CCC3(CC2)OCCO3)cc1 | 15 | -27
28 | Cc1ncc(CNC(=O)N(CCCl)N=O)c(N)n1 | 2 | /
29 | O=C(NC(=O)c1c(F)cccc1F)Nc1ccc(Cl)cc1 | / | /
30 | O=C(O)c1ccccc1-c1c2cc(Br)c(=O)cc-2oc2[c]([Hg])c(O)c(Br)cc12 | 23[20.6 µM] | /

entry | 15-hLO-2 inh | ALOX12 inhib
16 | / | -2%
17 | 13%&2% | -3%&6%
18 | 9% | -2%
19 | -5%[11.4 µM] | 4%[11.4 µM]
20 | -1% | -7%
21 | 31%[activator] | -7%
22 | 47%[activator] | 6%
23 | / | -7%
24 | -9% | -19%
25 | -3% | 2%
26 | 4% | 0%
27 | -2% | 2%
28 | -3%&4% | -3%&-3%
29 | 0% | -4%
30 | 4µM* | ?

# (next part)
entry | SMILES | IMPase cell inh | PNC inhibitor
31 | Cc1nn(Cc2ccccc2Cl)c(C)c1C(=O)OCC(=O)NC1CCS(=O)(=O)C1 (centres undefined) | / | ?
32 | CC1OC(OC2C(O)CC(OC3C(O)CC(OC4CCC5(C)C(CCC6C5CCC5(C)C(C7=CC(=O)OC7)CCC65O)C4)OC3C)OC2C)CC(O)C1O (centres undefined) | / | /
33 | CC(Cc1ccc(O)cc1)NCC(O)c1cc(O)cc(O)c1 (centres undefined) | / | /
34 | COc1c2c(cc3c1OCO3)CC[N+](C)=C2 | / | /
35 | ClC(Cl)c1ccccc1 | / | /
36 | CC1CC[C@@]2(NC1)OC1CC3C4CC[C@@H]5CC(O)CC[C@@]5(C)C4CC[C@]3(C)C1C2C (some centres undefined) | / | /
37 | CCc1ccc(C(=O)NN(C(=O)c2cc(C)cc(C)c2)C(C)(C)C)cc1 | / | /
38 | Cc1ncsc1CCCl | 0 | /
39 | c1ccc(N2CC[C@@]3(CCCNC3)C2)cc1 | / | /
40 | Cc1ccc(-c2nc3ccccc3c(=O)n2-c2nccs2)cc1 | 5 | -16
41 | COc1cccc(NP(=O)(Oc2ccc(Cl)cc2)Oc2ccc(Cl)cc2)c1 | / | 11
42 | O=C1CN=C(c2cccs2)c2c(sc3c2CCCC3)N1 | -1 | -27
43 | CCCN(CCC)C(=O)Cc1c(-c2ccc(Cl)cc2)nc2c(Cl)cc(Cl)cn12 | 1 | /
44 | C=CCN1C(=O)c2ccccc2Sc2ccc(C(=O)N3CCC4(CC3)OCCO4)cc21 | 4 | 36
45 | CN1[C@@H]2CC[C@H]1CC(OC(=O)C1C=Nc3ccccc31)C2 (some centres undefined) | / | 25

entry | 15-hLO-2 inh | ALOX12 inhib
31 | / | -4%
32 | -15%[0.0915 µM] | 2%[0.00818 µM]
33 | 10% | -2%
34 | -5% | -2%
35 | 1% | -1%
36 | -5% | 1%
37 | 0% | -1%
38 | 8% | -6%
39 | -6% | -9%
40 | 6% | 4%
41 | / | -16%
42 | -14% | -6%
43 | -5% | -4%
44 | / | 6%
45 | / | 1%

# New compounds follow:
entry | SMILES | IMPase cell inh | PNC inhibitor
46 | CC(C)C(=O)c1cn(Cc2ccc(C#N)cc2)c2ccccc12 | ? | ?
47 | Cc1c(C(=O)N2CCC3(CC2)OCCO3)sc2ncnc(N(C)c3ccccc3)c12 | -6 | 12
48 | ClCc1ccccc1 | / | /
49 | CCC[C@@H]1CC2=CC(=O)CC[C@]2(C)[C@@H]2CC[C@@]3(C)[C@H](CC[C@]3(O)CCC(=O)O)[C@H]12 | 2 | /
50 | C/C(=C\c1ccc(N(C)C)cc1)[N+](=O)[O-] | 7 | 18
51 | Cn1cccc1CN1CCN(C(=O)COc2ccccc2)CC1 | 5 | 33
52 | COP(=O)(OC)O/C(=C\Cl)c1cc(Cl)c(Cl)cc1Cl | / | /
53 | COC(=O)C1=C(N)Oc2c(c(=O)oc3ccccc23)[C@]12C(=O)N(C)c1ccccc12 | -4 | 10
54 | CCN(CC)P(=O)(NC(=O)C(Cl)(Cl)Cl)N(CC)CC.[Cl-].[Cl-].[Cl-].[Nd+3] | 3 | 11
55 | CC1(C)C(=O)C=C[C@@]2(C)C1CC(O)[C@]1(C)C2CC[C@@]2(C)C(c3ccoc3)OC(=O)C3O[C@]312 (some centres undefined) | / | /
56 | CCOC(=O)C1C(=O)N(C)C2(C)CC1c1ccccc1O2 (centres undefined) | 3 | -9
57 | Cc1onc(-c2ccccc2)c1C(=O)N1CCC2(CC1)OCCO2 | -13 | ?
58 | O=NN(c1ccccc1)c1ccccc1 | / | /
59 | CC[C@]1(O)CC(O[C@@H]2CC(N(C)C)C(O)C(C)O2)c2c(cc3c(c2O)C(=O)c2c(O)cccc2C3=O)C1C(=O)OC (some centres undefined) | / | /
60 | O=C(O)CCn1cc(C=C2C(=O)NC(=O)NC2=O)c(-c2ccc(Br)cc2)n1 | / | -8

entry | 15-hLO-2 inh | ALOX12 inhib
46 | / | -4%
47 | -1% | -3%
48 | -3% | -1%
49 | 5% | -2%
50 | -4% | -5%
51 | / | -2%
52 | 0% | 1%
53 | -24% | 1%
54 | 6% | 0%
55 | 6% | 3%
56 | -6% | -6%
57 | 3% | 1%
58 | -20% | -9%
59 | 0% | -6%
60 | / | -3%

# Further entries.
entry | SMILES | IMPase cell inh | PNC inhibitor
61 | CCCCNC(=O)Nc1ccc(C(O)(C(=O)OC)C(F)(F)F)cc1 (centres undefined) | 13 | 50
62 | Cc1cc(OC(=O)c2cccs2)c2c3c(c(=O)oc2c1)CCCC3 | / | 22
63 | O=C(O)CCCOc1ccc(Cl)cc1Cl | / | /
64 | COc1ccc(OC)c(N2C(=O)NC(=O)C(CCc3ccncc3)(CCc3ccncc3)C2=O)c1 | -2 | -8
65 | BrCC(Br)C1CCC(Br)C(Br)C1 (centres undefined) | / | /
66 | CCC(=O)N1CCN(CCN=Cc2c(O)n(C)c(=O)n(C)c2=O)CC1 | -2 | 4
67 | CCOP(=O)(OCC)C(NC(=O)c1ccccc1Cl)=C(Cl)Cl | -1 | 18
68 | c1ccc(-c2[nH]c[n+](CC3CO3)c2-c2ccccc2)cc1 (centres undefined) | -7 | ?
69 | O=P(O)(O)Cc1ccccc1OP(=O)(c1ccccc1)c1ccccc1 | 1 | 2
70 | CCSc1cc(C2C(C#N)=C(N)Oc3n[nH]c(C)c32)c(C)o1 (centres undefined) | 2 | ?
71 | CN1C2C=C(N(C(=O)c3ccc(Cl)cc3)c3ccccc3)CC1CC2 (centres undefined) | 4 | -11
72 | COc1ccc(CN2CCCCC2c2cccnc2)cc1C (centres undefined) | 9 | 34
73 | CCNc1nc(Cl)nc(NC(C)C)n1 | / | -15
74 | Cc1nnc2n1-c1ccc(Br)cc1C(c1ccccc1Cl)=NC2 | -4 | 33
75 | O=C(Nc1ccc(Cl)cc1)Nc1nccs1 | 8 | -23
76 | COc1ccc(C2SCC(=O)Nc3c2c(=O)[nH]n3C2CCCCCC2)cc1OC (centres undefined) | 2 | -8

entry | 15-hLO-2 inh | ALOX12 inhib
61 | 1% | -1%
62 | / | 2%
63 | 0% | -6%
64 | / | -5%
65 | -1% | 2%
66 | 2% | 0%
67 | 0% | -6%
68 | / | 1%
69 | 0% | -3%
70 | -19% | -12%
71 | 9% | 5%
72 | 10% | -1%
73 | 1% | -3%&-2%
74 | -2% | -1%
75 | 4% | -18%
76 | -3% | -10%

# Some entries already given, reduced to 15-hLO-2 inh, ALOX12 inhib and IMPase cell inh:
no.	canonical_smiles	15-hLO-2 inh	ALOX12 inhib	IMPase cell inh
14	CCC(=NCCO)c1c(O)n(-c2ccccc2)c(=O)[nH]c1=O	2%	4%	4
15	N#C/C(=C\c1ccc(O)cc1)C(=O)O	-2%	-2%	/
16	O=C(/C=C/c1ccc2c(c1)OCO2)c1c(O)n(CCC2=CCCCC2)c(=O)[nH]c1=O	/	-2%	4
17	CC[C@]1(C2=NCCN2)Cc2ccccc2O1	13%&2%	-3%&6%	1&9

# Only part of the results is shown; count on the stated rates, not on these rows.
